H9c2 TAG inh: inhibitors of triacylglycerol accumulation; H9c2 cells, Nile Red lipid (TAG) fluorescence; cells loaded with 200 µM oleic acid; inhibition, % at 12.5 µM; 0.66% of 230,000 active;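 active = pattern-corrected inhibition of lipid staining of at least 50% with the nuclear-stain viability signal not falling by more than 50%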;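 also: 0% = DMSO wells and 100% = triacsin C control wells; some results filed as inactive read as strong as hits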
H9c2 TAG inh DAPI viability: also measured in H9c2 TAG inh; calls as there; DAPI nuclei signal change (viability), lower = more cytotoxic, %;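 whole-well DAPI fluorescence read on a plate reader as a viability signal; minus 50 percent equals half of cells still viable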
An asterisk follows results filed as active.

SMILES | H9c2 TAG inh | H9c2 TAG inh DAPI viability
O=[N+]([O-])c1c(NCc2ccco2)ccc2nonc12 | 0 | -3
O=C(Nc1ccccn1)c1cccnc1 | 3 | -11
COc1ccc(C2C(C(C)=O)=C(C)N=c3s/c(=C\c4ccc5c(c4)OCO5)c(=O)n32)c(OC)c1 (stereo unspecified) | 26 | -10
Cc1[nH]c2ccccc2c1-c1csc(NC(=O)CSCC(=O)O)n1 | -5 | 9
Cc1ccc(S(=O)(=O)N(C)c2ccc(C(=O)NCC(c3ccccc3)N3CCCC3)cc2)cc1 (stereo unspecified) | 11 | 14
O=C(/C=C/c1ccccc1)Nc1ccc2c(c1)C(=O)NC2=O | 11 | -6
O=C(OC(C(=O)NC1CCCC1)c1ccccc1F)c1ccco1 (stereo unspecified) | -9 | 20
CC(=O)Nc1ccc(S(=O)(=O)NN=CCCc2ccccc2)cc1 | 1 | 0
O=C(NCC1CCCO1)c1onc(CSc2cccc(Cl)c2)c1C(=O)O (stereo unspecified) | 12 | 0
O=C(NCC1CCCN1S(=O)(=O)c1cccs1)c1ccc(F)c(F)c1 (stereo unspecified) | 1 | 4
CCN(C(=O)CSc1ncnc2sc(C)c(C)c12)C1CCS(=O)(=O)C1 (stereo unspecified) | 12 | -10
Cc1ccc(C(=O)N/C(=C\c2ccco2)C(=O)NC2CCS(=O)(=O)C2)cc1 (stereo unspecified) | -5 | 4
CC(C)(C)N/C=C(\C#N)S(=O)(=O)c1ccc(Br)cc1 | -1 | -2
COc1c(C)cc(C(O)c2ncc(-c3ccccc3C)[nH]2)cc1C (stereo unspecified) | -7 | -7
CNC(=O)c1ccccc1-c1cn(C)c2ccccc2c1=O | 17 | 2
CCOc1ccccc1Nc1nc(-c2sc(NC(=O)c3ccco3)nc2C)cs1 | 8 | 1
COc1cc(-c2nnc(COC(=O)c3nn(CC(C)C)c(=O)c4ccccc34)o2)cc(OC)c1OC | 27 | -5
CC(C)C(c1nnnn1Cc1ccccc1)N1CCN(Cc2ccco2)CC1 (stereo unspecified) | -2 | -3
COc1c(C)cc(C(O)c2ncc(-c3ccc(C(F)(F)F)cc3)[nH]2)cc1C (stereo unspecified) | -16 | -2
COc1ccc(-c2cn(CCC(=O)O)c(-c3ccc(Cl)nc3)n2)cc1 | -4 | 0
COc1ccc(CCNC(=O)C(=O)NCC2OCCN2S(=O)(=O)c2ccc(OC)c(C)c2)cc1 (stereo unspecified) | 7 | 2
CCOC(=O)C1=C(c2ccccc2)NC(N)=NC1c1ccc(OCc2ccc(C(=O)OC)cc2)cc1 (stereo unspecified) | 19 | -3
CCOc1ccc(S(=O)(=O)Nc2cccc(C(=O)NCC(c3ccccc3)N(C)C)c2)cc1 (stereo unspecified) | 8 | 0
O=C(NCC(=O)N1CCN(Cc2c(F)cccc2Cl)CC1)c1cccc(Cl)c1 | 11 | -11
COC(=O)c1sc(NC(=O)COc2ccccc2C)nc1C | -1 | -9
O=C(O)CCCCCCCCc1cn(Cc2ccc(C(=O)c3ccccc3)cc2)nn1 | -7 | 11
O=[N+]([O-])c1cccnc1N1CCC(c2cc(-c3ccc(Cl)cc3Cl)n[nH]2)CC1 | -46 | -6
O=C(COC(=O)c1ccc(S(=O)(=O)N2CCCC2)cc1)Nc1ccccc1Cl | 12 | -3
CC(C)(C)NC(=O)NC(=O)COC(=O)CCC1CCCCC1 | 8 | -5
COc1ccccc1NS(=O)(=O)c1cc(N)ccc1N1CCOCC1 | 4 | 4
COC(=O)c1cnc(Oc2ccc(NC(=O)NC(=O)c3ccccc3Cl)cc2)cc1C(F)(F)F | 17 | -4
COc1c2c(cc(O)c1C(C)=O)OC(C)(C)C=C2 | -9 | 5
CC(=O)Nc1cccc(NCC(=O)Nc2cc(S(=O)(=O)N3CCCCC3)ccc2Cl)c1 | -10 | 5
O=C1CCSc2ccc(Cl)cc2N1Cc1ccc(Cl)cc1 | -7 | -2
O=C(Cn1ncc2c1-c1ccccc1OC2)N1CCN(Cc2ccc3c(c2)OCO3)CC1 | 8 | -1
C[C@H](CO)N1C[C@H](C)[C@@H](CN(C)C(=O)NC2CCCCC2)Oc2ccc(NC(=O)Nc3ccccc3)cc2C1=O | -6 | 1
COc1ccc(NC(C)=O)cc1NC(=O)C1CCCN1C(=O)c1cccs1 (stereo unspecified) | 9 | 6
COCCNC(=O)c1c(N)n(-c2cccc(C)c2)c2nc3ccccc3nc12 | 8 | 32
C[C@H](CO)N1C[C@H](C)[C@@H](CN(C)Cc2ccccc2)Oc2ccc(NC(=O)Cn3cnnn3)cc2C1=O | 2 | -6
COc1cccc(OCc2cc(C(=O)N(C)Cc3nc(C)cs3)no2)c1 | 20 | -5
O=C(CCCC1=NS(=O)(=O)c2ccccc2N1)N1CCN(c2ccc(Cl)cc2)CC1 | 22 | -1
O=C(NC(c1ccc2c(c1)OCO2)c1ccccn1)C1CCN(CCOc2ccc(Cl)cc2Cl)CC1 (stereo unspecified) | 12 | 3
Cc1cccc(N2N=C(C(=O)Nc3ccc(Cl)c(S(=O)(=O)N4CCOCC4)c3)CCC2=O)c1 | -7 | 1
COc1ccc(-c2nnc(SCC(=O)Nc3ncc(C)s3)n2-c2ccccc2)cc1OC | 11 | 96
COc1cccc(-n2c(C)nc3c(cnn3-c3ccc(C)cc3)c2=O)c1 | -31 | 9
O=C(NC(=S)N1CCCCC1CO)c1cccs1 (stereo unspecified) | 1 | -15
COc1ccc(NC(=O)[C@@H](NS(=O)(=O)c2cccc(Cl)c2)C(C)C)cc1S(=O)(=O)N1CCOCC1 | -4 | -3
C=CCc1cccc(/C=N/NC(=O)CCCNc2ccc(C)cc2)c1O | 4 | 2
O=S(=O)(c1ccccc1F)N1CCN(Cc2cc3c(cc2O)OCO3)CC1 | 5 | 0
O=C(Nc1ccccc1SCC1CSc2nc3ccccc3c(=O)n21)c1cccc(Cl)c1 (stereo unspecified) | 11 | -8

Following part
SMILES | H9c2 TAG inh | H9c2 TAG inh DAPI viability
CC(OC(=O)Cn1cnc2ccccc2c1=O)C(=O)N(C)c1ccccc1 (stereo unspecified) | -1 | -13
O=C(OC1CCOC1=O)c1ccc(Cl)c(S(=O)(=O)N2CCCCC2)c1 (stereo unspecified) | 9 | 1
Fc1ccc(CO/N=C2\CCCc3nonc32)cc1 | -6 | 6
COc1ccc(CCN2CC(C(=O)OCC(=O)NC(C)c3cccc(Cl)c3)CC2=O)cc1OC (stereo unspecified) | -2 | 9
CN(C)c1ccc(S(=O)(=O)NCC(=O)OCC(=O)c2ccc[nH]2)cc1[N+](=O)[O-] | -4 | -1
COc1cnn(-c2ccccc2)c(=O)c1OC | 7 | -10
COc1ccc(-c2oc3ncn(Cc4ccco4)c(=N)c3c2-c2ccc(OC)cc2)cc1 | -14 | 18
CCCCCCCC(=O)NNC(=O)c1c(O)c2ccccc2n(CC)c1=O | -9 | 3
CC(=O)C1=C(c2ccccc2)NC(=O)NC1c1ccccc1OCC(=O)Nc1ccccc1 (stereo unspecified) | -9 | -8
Cc1nc(NC(=O)COC(=O)C2CC3CCCC(C2)C3=O)c(Cl)cc1Cl (stereo unspecified) | -8 | 2
CC(C)(C)c1cc(OC(=O)c2ccccc2F)ccc1O | 2 | 1
COc1ccc(N(CC(=O)Nc2c(C)n(C)n(-c3ccccc3)c2=O)S(=O)(=O)c2ccc(F)cc2)cc1 | 9 | -11
CC(C)CNC(=O)NC1(C(F)(F)F)Oc2ccccc2O1 | 3 | 3
COc1ccc(N2C[C@H](C)[C@@H](CC(=O)Nc3ccc(Br)cc3)C2=O)cc1 | 9 | -1
COc1ccc(CC(NC(C)=O)C(=O)NC2CCN(c3nnnn3-c3ccccc3)CC2)cc1 (stereo unspecified) | 15 | -2
COCC(=O)N(CCc1ccc(OC)cc1)Cc1nc2ccccc2c(=O)[nH]1 | 7 | 2
COc1ccc(C(O)c2ncc(-c3cccc(C(F)(F)F)c3)[nH]2)cc1F (stereo unspecified) | -25 | 1
Cc1nc2ncnn2c(C)c1Cc1ccccc1Cl | 1 | 2
CS(=O)(=O)c1cccc(-c2ccc3nncn3c2)c1 | 9 | -3
COc1ccccc1NC(=O)NNC(=O)c1ccncc1 | 4 | -6
COc1ccc2cc(CCNC(=O)c3ccc(S(=O)(=O)N4CCCC4)cc3)c(=O)[nH]c2c1 | -14 | 12
CCCCC1(C)OC(=O)C(=Cc2ccc(N(CC)CC)cc2)C(=O)O1 (stereo unspecified) | -5 | -3
CC1(CCC(=O)N2CCCC(Nc3ccc(F)cc3)C2)CC1 (stereo unspecified) | -13 | 2
CSCC[C@H](NC(=O)OC(C)(C)C)c1nnc(SCC(=O)N(C)C)o1 | -29 | 3
COC(=O)CN(c1ccc(C)cc1)S(=O)(=O)c1ccc(F)cc1 | 9 | 0
CC(=O)NCCc1ccc(C(=O)COC(=O)c2ccc(C)s2)cc1 | 4 | -4
Cc1ccsc1CN(C(=O)c1ccccc1)C1CCS(=O)(=O)C1 (stereo unspecified) | -11 | -2
O=C(CC1C(=O)NCCN1Cc1ccc(-c2ccccc2)cc1)NCC1CCOCC1 (stereo unspecified) | -14 | 10
Nn1c(COc2cccc(Br)c2)nnc1SCC(=O)N1CCc2ccccc2C1 | 5 | -43
O=[N+]([O-])c1nn(-c2ccc(Cl)cc2)n(O)c1=NCc1ccccc1Cl | -2 | -2
CC1(C)C2CCC1(C)C(SC(=N)N)C2 (stereo unspecified) | 2 | 8
Cc1ccc(-c2nc3ccccn3c2NCc2ccc3c(c2)OCO3)cc1 | -8 | 31
Cn1cnnc1SCCn1c(N2CCCCC2)nc2c1c(=O)[nH]c(=O)n2C | 19 | -5
CCN(CC(=O)NNC(=O)c1ccccc1)Cc1ccc(OC)c(F)c1 | -3 | 0
CC(C)CSc1nc(N)nc2c1ncn2C1OC(CO)C(O)C1O (stereo unspecified) | 5 | 7
O=c1[nH]c(=S)[nH]c2scc(-c3ccc(Br)cc3)c12 | 11 | -1
COCC(=O)N(C)C[C@@H]1Oc2cc(Br)ccc2S(=O)(=O)N([C@H](C)CO)C[C@H]1C | -1 | 1
CN1C(=O)c2ccccc2C(C(=O)O)C1c1cccc([N+](=O)[O-])c1 (stereo unspecified) | 4 | -9
CC1CCCCC12NC(=O)N(CC(=O)N1CCN(c3ncccn3)CC1)C2=O (stereo unspecified) | 4 | -5
O=C(OCC(=O)N1CCCCCC1)c1ccc(F)cc1F | -8 | 12
C=CCn1c(=O)n(C)c2c(=O)n(C)c(=O)n(C)c21 | -3 | -1
O=C(c1ccccc1F)N1CCc2ccccc21 | -2 | -2
CN(CCNC(=O)C1CC(=O)N(C2CCCC2)C1)Cc1ccccc1 (stereo unspecified) | -11 | -2
O=C(NCc1cccnc1)c1cc(C2CCCCN2C(=O)CCCc2ccccc2)on1 (stereo unspecified) | 20 | -22
CC1Cc2ccccc2N1C(=O)c1cnc2sccn2c1=O (stereo unspecified) | -3 | -6
CNC(=O)CSc1nnc(-c2ccco2)n1-c1cccc(OC)c1 | 0 | 0
CCn1ccc(C(=O)Nc2ccc(Cl)cn2)n1 | 11 | -6
CC(=O)Nc1cccc(C(=O)NNC(=O)c2ccc(-n3cnnn3)cc2)c1 | -2 | -4
O=C(Nc1ccccc1)c1ccc(-c2ccc(Br)cc2)o1 | 2 | 11
CN1CCN(C2CC(=O)N(CCc3ccccc3)C2=O)CC1 (stereo unspecified) | -3 | 1

Following part
SMILES | H9c2 TAG inh | H9c2 TAG inh DAPI viability
OCC[C@H]1C[C@H](O)[C@@H](O)[C@]2(CCCc3ccccc3O2)O1 | -11 | 5
Cc1cc(Br)ccc1NC(=O)CN1C(=O)C2CC=CCC2C1=O (stereo unspecified) | -4 | 1
Cc1cccc(N2C(=O)C(O)=C(C(=O)c3cccs3)C2c2ccc(Cl)cc2)n1 (stereo unspecified) | -5 | 5
CC(=O)Nc1ccc(S(=O)(=O)NNC(=O)c2ccc3c(c2)OCO3)cc1 | 3 | 6
Cc1cccc(CC2CC(=O)N(CCc3ccc4c(c3)OCO4)C2=O)c1 (stereo unspecified) | 13 | 0
O=C(Cn1cc2c(n1)CCCCC2)Nc1c(F)c(F)cc(F)c1F | 15 | -4
CC1CC=CCC1(CO)CO (stereo unspecified) | 21 | -3

By substructure: the compounds so far containing fluorine
SMILES | H9c2 TAG inh | H9c2 TAG inh DAPI viability
O=C(OC(C(=O)NC1CCCC1)c1ccccc1F)c1ccco1 (stereo unspecified) | -9 | 20
O=C(NCC1CCCN1S(=O)(=O)c1cccs1)c1ccc(F)c(F)c1 (stereo unspecified) | 1 | 4
COc1c(C)cc(C(O)c2ncc(-c3ccc(C(F)(F)F)cc3)[nH]2)cc1C (stereo unspecified) | -16 | -2
O=C(NCC(=O)N1CCN(Cc2c(F)cccc2Cl)CC1)c1cccc(Cl)c1 | 11 | -11
COC(=O)c1cnc(Oc2ccc(NC(=O)NC(=O)c3ccccc3Cl)cc2)cc1C(F)(F)F | 17 | -4
O=S(=O)(c1ccccc1F)N1CCN(Cc2cc3c(cc2O)OCO3)CC1 | 5 | 0
Fc1ccc(CO/N=C2\CCCc3nonc32)cc1 | -6 | 6
CC(C)(C)c1cc(OC(=O)c2ccccc2F)ccc1O | 2 | 1
COc1ccc(N(CC(=O)Nc2c(C)n(C)n(-c3ccccc3)c2=O)S(=O)(=O)c2ccc(F)cc2)cc1 | 9 | -11
CC(C)CNC(=O)NC1(C(F)(F)F)Oc2ccccc2O1 | 3 | 3
COc1ccc(C(O)c2ncc(-c3cccc(C(F)(F)F)c3)[nH]2)cc1F (stereo unspecified) | -25 | 1
CC1(CCC(=O)N2CCCC(Nc3ccc(F)cc3)C2)CC1 (stereo unspecified) | -13 | 2
COC(=O)CN(c1ccc(C)cc1)S(=O)(=O)c1ccc(F)cc1 | 9 | 0
CCN(CC(=O)NNC(=O)c1ccccc1)Cc1ccc(OC)c(F)c1 | -3 | 0
O=C(OCC(=O)N1CCCCCC1)c1ccc(F)cc1F | -8 | 12
O=C(c1ccccc1F)N1CCc2ccccc21 | -2 | -2
O=C(Cn1cc2c(n1)CCCCC2)Nc1c(F)c(F)cc(F)c1F | 15 | -4

An excerpt. The share of hits here may be higher or lower than overall.
